KDM5B inhibitor: blocks human KDM5B histone demethylase activity; Q9UGL1; KDM5B demethylase, FDH-coupled NADH fluorescence (FDH is formaldehyde dehydrogenase); Potency, µM (top dose mostly 57.7 µM), without a hit: at the top dose activity change, negative = inhibition, most hits filed as inhibitors; 220,000 tested, 2.6% active; AID 1347165; active means well fitted inhibition curve with a large enough effect; inconclusive means small, poorly fitted or top-dose-only effect; inactive means no such curve, though single readings can be large or run the other way; further: 0% is about no effect; nearly all actives have a fitted effect of over 70% in size
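Compound dilutions met 200 nM (final) KDM5BΔAP for 10 min at room temperature before substrate addition. The substrate mix held 12.5 µM H3K4me3 with cofactors 25 µM α-ketoglutarate and 50 µM Fe²⁺. NADH signal gain over 30 min defined activity.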
Active calls of the source: *; ? = inconclusive; [ ] = remark or other dose. Potency means the concentration at half of the fitted maximal effect. Not all compounds are listed (hit frequency here may not be typical).

SMILES | KDM5B inhibitor
COc1ccc(CCC(=O)N2CCCCCCNC(=O)[C@@H]3CCC[C@@H]32)cc1 | 21%
Cc1nc2ccc(C(=O)N[C@@H]3CCOC[C@H]3Oc3ccccn3)cc2s1 | -7%
CC(C)CN1C(=O)CO[C@H](c2ccc(NC(=O)C3CCC3)cc2)[C@H]1CO | 10%[86.2 µM]
Cn1c(SCC(=O)O)nnc1-c1cccc(NC(=O)c2cccc3ccccc23)c1 | -7%
O=C(CSc1nnc2ccccn12)c1ccc(Cl)cc1 | -2%
CCc1ccc2oc(C(=O)Nc3cccc4cccnc34)c(C)c2c1 | 20%
CC(C)Cn1c(=O)c2ccccc2n2c(CCC(=O)Nc3cccc(Cl)c3)nnc12 | 4%
CC1CCN(C(=O)Cn2cc(SCc3ccccc3)c3ccccc32)CC1 | -26%
CCn1cc(S(=O)(=O)N2CCC3(CC2)N(CCOC)C(=O)CS3=O)cn1 (stereo not drawn) | 2%
COc1cccc(CN2CCOC3(CCN(Cc4ccc5[nH]ccc5c4)CC3)C2=O)c1 | ?
COc1ccc(CC(=O)NC(C)C2CC3CCC2C3)cc1 (stereo not drawn) | -13%
OC1(c2csc(CN3CCN(c4ccccn4)CC3)n2)CCN(C2CCCC2)CC1 | 0%[86.2 µM]
CCN(C(=O)c1sc2nc3n(c(=O)c2c1C)CCCC3)c1ccccc1 | 19%
CN1CCC(N[C@@H](Cn2cc(F)c(=O)[nH]c2=O)C(=O)O)CC1 | 13%[86.2 µM]
CCCCN1Cc2c(nc3cc(-c4ccco4)[nH]n3c2=O)C1=O | ?

Continuation:
SMILES | KDM5B inhibitor
O=C(Nc1cnc(N2CCC(N3CCCCC3)CC2)c(C(=O)O)c1)c1ccc(Br)cc1 | ?
CC(=O)N1CCc2cc(C(=O)C(C)n3nnc(-c4cccc(Cl)c4)n3)ccc21 (stereo not drawn) | 12%
CN(Cc1ccco1)S(=O)(=O)c1nnc(NC(=O)c2ccccc2Cl)s1 | -20%
CCCOc1c(CN2CCCNCC2)cc(Cl)cc1OC | 44%[activator]
COc1ccc2nc(C[C@@H]3C[C@@H](C(C)C)[C@H](CNC(=O)[C@@H]4CCCC[C@@H]4C(=O)O)C=C3C)[nH]c2c1 | -1%
COc1cc(F)ccc1-c1ccnc2nc(CCc3ccccc3)nn12 | 25µM*
Cc1csc2nc(-c3cccc(NC(=O)C(C)C)c3)cn12 | -11%
O=S(=O)(c1cccc(Cl)c1)N1CCN(c2nc(-c3ccccc3)nc3ccccc23)CC1 | 15%
COc1ccccc1CNC(=O)Cn1ncc2c(=O)oc3ccc(C)cc3c21 | -18%
N#C/C(=C\c1ccc(OC(=O)c2ccccc2)cc1)C(=O)Nc1ccccc1C(F)(F)F | ?
CC(=O)N1CCN(CC[C@H]2CN(C(=O)c3cccs3)CC[C@H]2CC(=O)O)CC1 | 11%[86.2 µM]
CCCOc1ccc(C2C(C(=O)c3cc4ccccc4o3)=C(O)C(=O)N2c2cc(C)on2)cc1OC (stereo not drawn) | -13%
C[S+](=O)([O-])CCn1ncc2cc(OCc3cccc(-c4cccnc4)c3)ccc21 | ?
CC1CCN(C(=O)Cn2cc(SCC(=O)Nc3ccccc3)c3ccccc32)CC1 | -6%
O[C@]1(c2ccccc2)CCN(Cc2ccncc2)C[C@H]1N1CCCC1 | 6.3µM*

(further entries)
SMILES | KDM5B inhibitor
COc1cccc2cc(C(=O)OCC(=O)c3ccccc3)c(=O)oc12 | 8%
Cn1nccc1CN1CCCC2(C1)NC(=O)c1ccccc1O2 (stereo not drawn) | -13%[86.2 µM]
COc1ccccc1NC(=O)C1=C(C)Nc2c(C(=O)Nc3ccc(C)cc3)cnn2C1c1cccc(OC)c1OC (stereo not drawn) | -8%
O=C(Nc1ccc2nc(SCC(=O)N3CCc4ccccc43)sc2c1)c1ccc(Cl)cc1 | ?
O=Cc1ccc(OCc2ccccc2Cl)cc1 | ?
COc1cc(CNC(=O)c2cc(-c3cccc(N(C)C)c3)cc3ncn(C)c23)ccn1 | -9%[86.2 µM]
CCc1ccc(NC(=O)CSC2=Nc3ccccc3C3=NC(CCC(=O)NCc4ccco4)C(=O)N23)cc1 (stereo not drawn) | -16%
CCOC(=O)c1cccc(NS(=O)(=O)c2cc(-c3nn(CC)c(=O)c4c3CCCC4)ccc2C)c1 | -1%
O=C(O)CCC(=O)N1N=C(c2cccs2)CC1c1ccc2nccnc2c1 (stereo not drawn) | 13%
Cc1cc(CSc2ccccc2C(=O)O)on1 | 11%
CCc1ccc(CNCc2c(C(=O)O)c(C)n(Cc3c(F)cccc3Cl)c2C)cc1 | -16%
CCNC(=O)N1CC(C(=O)N2CCCC(C(=O)OCC)C2)CC(c2ccc(F)c(C)c2)C1 (stereo not drawn) | 5%
C#Cc1cccc(OCC(C)CN2CCC(C(O)(c3ccccc3)c3ccccc3)CC2)c1 (stereo not drawn) | 14%
Cc1cnc2c(C(=O)N[C@H](C3CCNCC3)C3CC(O)C3)cnn2c1 (stereo partly drawn) | 32µM*
CC(=O)c1cccc(NC(=O)CSCc2c(Cl)cccc2Cl)c1 | 8%

Next part
SMILES | KDM5B inhibitor
CC(C)c1cccc(NC(=O)c2ccc[n+]([O-])c2)c1 | 13%
COC(=O)C1=CN(Cc2ccccc2)C=C(C(=O)OC)C1c1cc(F)ccc1F | ?
O=C(COc1ccc(F)cc1)N1CC(c2nc(CCOCC3CCOCC3)no2)C1 | -19%
CSc1ccc(C(=O)Nc2ccc(-c3nc4ccccc4s3)c(O)c2)cc1 | -47%
COCC1CN(C)CC12CCN(S(=O)(=O)c1cnc[nH]1)CC2 (stereo not drawn) | -29%
COc1ccc(OCc2ccccc2C#N)c(C(C)=O)c1 | 11%
CCC1CCCCN1C(=O)CSc1nnc(-c2cc(OC)c(OC)c(OC)c2)o1 (stereo not drawn) | -18%
O=C(c1ccccc1F)N1CCC2(CC1)CCN(CCc1ccccc1)c1ccccc1O2 | ?
COc1ccc(C(=O)N2CCCN(S(C)(=O)=O)C(c3ccccc3)CC(=O)NCC2)c(OC)n1 (stereo not drawn) | 16%
O=C(NCCc1ccccc1Cl)c1cc2ccccn2n1 | ?
Cc1ccc2oc(-c3ccc(C)c(NC(=O)/C=C/c4ccco4)c3)nc2c1 | ?
O=C(NNC(=O)c1nn(-c2ccc(F)cc2)ccc1=O)c1ccc(Cl)cc1 | ?
COCCn1cnc2ccc(-c3cccnc3OC)nc2c1=O | 40µM*
Cc1ncc(C(=O)N2CCC3(CC2)[C@H](O)C[C@@H]3OCCO)c(=O)[nH]1 | 34%
Cc1ccc(OCCC(=O)Nc2cccc3cccnc23)cc1 | 3%

(further entries)
SMILES | KDM5B inhibitor
Fc1ccc(-c2cnc([C@@H]3COCCN3Cc3cnc4ccccc4c3)[nH]2)cc1 | -7%[86.2 µM]
Cc1cccc(C)c1NC(=O)c1n[nH]c(=O)c2ccccc12 | -18%
Cc1ccc2cc(C3(O)CCN(C(=O)[C@@H](N)Cc4cnc[nH]4)CC3)ccc2n1 | -15%
CN(C)Cc1cc(C[C@@H]2C[C@H](NC(=O)COc3ccccc3)C2(C)C)no1 | -10%[86.2 µM]
Cc1cc(C)cc(NC(=O)c2cc(-c3ccncc3)nc3ccccc23)c1 | 3%
CC1(C)Cc2c(sc3nnn(CC(=O)Nc4ccccc4)c(=O)c23)CO1 | 0%
COc1ccc2c(c1)CN(C1COC1)CC[C@H]1COC(=O)N21 | -28%[86.2 µM]
Cc1ccccc1C1CC(=O)NC(SCC(=O)Nc2cccc(C(F)(F)F)c2)=C1C#N (stereo not drawn) | 12%
CCOC(=O)c1c(NC(=O)c2cc3ccccc3oc2=O)sc(C)c1CC | 22%
CCCCCC(=O)N1CC[C@@H](CC(=O)NCc2cccs2)[C@@H](CC)C1 | 3%[86.2 µM]
COc1nc2c(cc1CNC(=O)c1c(C)cccc1C)C(=O)N(C1CCCC1)C2 | -18%
CC(=O)Nc1nc2n(n1)C(c1ccc(Cl)cc1)C=C(c1ccc(Cl)cc1)N2 (stereo not drawn) | ?
COC(=O)c1ccc(COC(=O)/C=C/c2cccs2)o1 | 20%
C[S+](=O)([O-])N1CCc2nc(-c3ccc(Cl)cc3)nc(-c3ccccc3)c2C1 | -3%
COc1cc(OC)c(NC(=O)c2sc3nc4n(c(=O)c3c2C)CCCC4)cc1Cl | 8%

Going on with the list.
SMILES | KDM5B inhibitor
COc1ccc(-c2c(C)c3cc(OS(C)(=O)=O)ccc3oc2=O)cc1OC | 9%
O=C(C1CC1)N(Cc1ccc2c(c1)CN(S(=O)(=O)c1ccc(F)c(F)c1)CCO2)c1ccccc1 | -15%
Cn1c(N)c(C(=O)COC(=O)c2cc(-c3ccccc3)nc3ccccc23)c(=O)n(C)c1=O | 3%
Cc1ccccc1-c1nnn(Cc2cc(Cl)c3c(c2)OCCCO3)n1 | 4%
Cn1cc(C(=O)NC2CC(=O)N(Cc3cccc4ccccc34)C2)ccc1=O (stereo not drawn) | 35%[activator]
CCOC(=O)c1cc(-c2ccncc2)nc2ccccc12 | -17%
O=C(CCC1CCCN(S(=O)(=O)c2cccc(F)c2)C1)NCC1CC1 (stereo not drawn) | -12%
N#Cc1ccc(C(=O)NC2(c3ccc(Br)cc3)CC2)cc1 | -6%
COc1cc(OC)cc(C(=O)N2CCc3cn(C)c4cccc(c34)C2)c1 | -21%
O=C(Cc1ccccc1)N1CC[C@H]2COC(=O)N2c2cc(F)ccc2C1 | -5%[86.2 µM]
Cn1nc(C2CCN(C(=O)C3CCC3)CC2)c2c1CCOC2 | 7%
Cc1cc(NC(=O)N2CCC(CN3CCOCC3)CC2)ccc1Br | -19%
CC(C)c1ccc(/C=N/c2sc3c(c2C#N)CCCC3)cc1 | -3%
Cc1nc2cc(F)ccc2cc1C(=O)NCC1COc2ccccc2O1 (stereo not drawn) | 14%
CNC(=O)[C@@H]1CN(C(=O)c2ccc(F)c(Cl)c2)C[C@H]1CO | -8%

Reformatted field by field: entries from further up.
smiles: N#Cc1ccc(C(=O)NC2(c3ccc(Br)cc3)CC2)cc1
  KDM5B inhibitor: -6%
smiles: COc1cc(OC)cc(C(=O)N2CCc3cn(C)c4cccc(c34)C2)c1
  KDM5B inhibitor: -21%
smiles: O=C(Cc1ccccc1)N1CC[C@H]2COC(=O)N2c2cc(F)ccc2C1
  KDM5B inhibitor: -5%[86.2 µM]
smiles: Cn1c(N)c(C(=O)COC(=O)c2cc(-c3ccccc3)nc3ccccc23)c(=O)n(C)c1=O
  KDM5B inhibitor: 3%

Two consecutive compounds out of the list so far, for reference:
SMILES | KDM5B inhibitor
Cc1nc2cc(F)ccc2cc1C(=O)NCC1COc2ccccc2O1 (stereo not drawn) | 14%
CNC(=O)[C@@H]1CN(C(=O)c2ccc(F)c(Cl)c2)C[C@H]1CO | -8%

The results go on:
SMILES | KDM5B inhibitor
CSc1ncc(Cl)c(C(=O)NCc2cccnc2)n1 | 26%
Cn1c(=O)c2c(nc(NCc3ccc4c(c3)OCO4)n2Cc2ccccc2Br)n(C)c1=O | 2%
Cn1nccc1C(=O)OCC(=O)Nc1ccccc1Cl | 7%
O=C(Cn1nnc(-c2ccsc2)n1)N1CCC(c2nc3ccccc3s2)CC1 | 2%
CC(C)(C)C1CCC(=NNC(=O)C2CC2)CC1 (stereo not drawn) | 65%[activator]
C=CCn1c(SCC(=O)N(CC)C2CCS(=O)(=O)C2)nc2ccccc2c1=O (stereo not drawn) | 25%
COCC1CN(C(C)=O)CC12CCN(Cc1cc(F)c(F)cc1F)CC2 (stereo not drawn) | -11%
Cc1ccc(NC(=O)C2C3CC/C=C\CC/C=C/CCC32)cc1C (stereo not drawn) | -11%
CC(=O)c1nnn(-c2nc(N3CCCCC3)nc(N3CCOCC3)n2)c1C | 7%
COc1ccccc1-c1nnc2n1C(C(=O)NC(C)C)CC2 (stereo not drawn) | -7%[149 µM]
O=C(Cn1nc2n(c1=O)CCCC2)Nc1cccc(F)c1 | -9%
COCCN1CCOC2(CCN(Cc3ccc(C(C)C)cc3)CC2)C1=O | 3%[86.2 µM]
O=C(CSc1nccn1C1CCCC1)Nc1ccccc1 | -6%
CCOC(=O)c1sc2ccccc2c1S(=O)(=O)NCc1ccc(F)cc1 | ?
O=C(Cc1ccc(Cl)cc1)NC1CCN(c2cc(-c3ccc(F)cc3)[nH]n2)C1 (stereo not drawn) | ?

(list continues)
SMILES | KDM5B inhibitor
CCc1noc(C(C)N2CCN(c3oc(C4CC4)nc3C#N)CC2)n1 (stereo not drawn) | -5%
O=S1(=O)Cc2c(nc3ccccc3c2-c2ccccc2)-c2ccccc21 | -25%
COc1ccc(Oc2cc(NC(=O)C3CCN(S(C)(=O)=O)CC3)ccc2OC)cc1 | -8%
CC(C)Sc1ncc(Cl)c(C(=O)Nc2ccc(S(=O)(=O)N3CCCCC3C)cc2)n1 (stereo not drawn) | ?
CCC(=O)N1CCCC(Cc2nc(C3CCOCC3)no2)C1 (stereo not drawn) | -31%
CCc1ccc(C(=O)NNC(=O)CCC2CCCCC2)cc1 | -27%
Fc1ccc(-c2cc(C(F)(F)F)nc(NCc3ccccc3)n2)cc1 | ?
COc1ccc(OC2CCN(C(C)=O)CC2)c(C(=O)NCCc2c(C)n[nH]c2C)c1 | 28µM*
Cc1ccc(Cn2c(C)c(CNCCCc3ccccc3)c(C(=O)O)c2C)cc1 | 9%
COc1ccc(F)cc1-c1cccc(COc2ccc3c(cnn3CC[S+](C)(=O)[O-])c2)c1 | ?
O=C(CNCc1cccnc1)Nc1cc(C(F)(F)F)ccc1N1CCOCC1 | ?
O=C(CNc1cccc(S(=O)(=O)N2CCCCC2)c1)N1CCN(C(=O)c2cccs2)CC1 | 15%
O=c1n(CC2CC2)nc2n1CCN(S(=O)(=O)c1ccc(Cl)s1)CC2 | -15%
